VIM-2 inh = blocks Pseudomonas aeruginosa VIM-2 metallo-beta-lactamase; purified VIM-2, nitrocefin hydrolysis, epi-absorbance fluorescence; inhibition, % at 5.6 µM; hit rate 0.89% among 290,000; AID 1527;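 active = inhibition above the mean of all tested compounds plus 3 SD, cutoff set per screening run, cut at about 7.5% in these data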;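 note: red hydrolysis product quenches plate fluorescence so inhibitors raise well fluorescence; 0% = enzyme with DMSO and 100% = DMSO without enzyme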
FID counter = fluorescent intercalator displacement, NS3 helicase counter-screen. inhibition, % at 7.9 µM. AID 1845. DNA fluorescent intercalator displacement, fluorescence. hit rate 0.17% among 290,000; in the data active = inhibition above about 37%;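 note: 0% = vehicle and 100% = reference compound; higher means more ethidium bromide displaced from hairpin DNA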
SUMO HTRF inh = blocks human SUMOylation mediated by UBC9 | P63279 | hit rate 0.36% among 290,000 | AID 2006 | HTRF SUMOylation assay, SAE1/SAE2 + UBC9, in vitro | inhibition, % at 35 µM; in the data active = inhibition above about 50%, passing the limit was not always enough; note: strong numbers were not always called active
HCV NS3 hel inh = HCV NS3 helicase inhibition | NS3 helicase DNA unwinding, Cy5 molecular beacon fluorescence | inhibition, % at 10.9 µM | hit rate 0.56% among 290,000;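 active = inhibition above the mean of all tested compounds plus 3 SD, set per campaign, cut at about 35% in these data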;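 note: 0% = DMSO wells and 100% = thioflavine S control wells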
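test system = hepatitis C virus NS3 helicase domain fragment enzyme | reagent = annealed dual-labelled DNA beacon duplex, ATP-started | times = 1 h at 25 °C | detection = Cy5 fluorescence, 0 and 60 min reads | read-out basis = percent inhibition from t60/t0 fluorescence ratio | control set = DMSO and thioflavine S | replication = one well per compound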
p-CIP stab down = compounds decreasing mouse p/CIP protein stability; Q05BA5; F442A p/CIP-EGFP cells, EGFP fluorescence, 16 h; decrease of EGFP signal, % at 10 µM; hit rate 0.01% among 290,000; AID 1984;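 active = EGFP signal decrease of at least 30% at 10 µM or well 3 SD below plate mean, unless failing retest; inactive = the rest, including hits failing retest or dose response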; note: some compounds called inactive have numbers as strong as hits; many of its hits are not listed in these tables
Target sequence (Q05BA5 1-1403): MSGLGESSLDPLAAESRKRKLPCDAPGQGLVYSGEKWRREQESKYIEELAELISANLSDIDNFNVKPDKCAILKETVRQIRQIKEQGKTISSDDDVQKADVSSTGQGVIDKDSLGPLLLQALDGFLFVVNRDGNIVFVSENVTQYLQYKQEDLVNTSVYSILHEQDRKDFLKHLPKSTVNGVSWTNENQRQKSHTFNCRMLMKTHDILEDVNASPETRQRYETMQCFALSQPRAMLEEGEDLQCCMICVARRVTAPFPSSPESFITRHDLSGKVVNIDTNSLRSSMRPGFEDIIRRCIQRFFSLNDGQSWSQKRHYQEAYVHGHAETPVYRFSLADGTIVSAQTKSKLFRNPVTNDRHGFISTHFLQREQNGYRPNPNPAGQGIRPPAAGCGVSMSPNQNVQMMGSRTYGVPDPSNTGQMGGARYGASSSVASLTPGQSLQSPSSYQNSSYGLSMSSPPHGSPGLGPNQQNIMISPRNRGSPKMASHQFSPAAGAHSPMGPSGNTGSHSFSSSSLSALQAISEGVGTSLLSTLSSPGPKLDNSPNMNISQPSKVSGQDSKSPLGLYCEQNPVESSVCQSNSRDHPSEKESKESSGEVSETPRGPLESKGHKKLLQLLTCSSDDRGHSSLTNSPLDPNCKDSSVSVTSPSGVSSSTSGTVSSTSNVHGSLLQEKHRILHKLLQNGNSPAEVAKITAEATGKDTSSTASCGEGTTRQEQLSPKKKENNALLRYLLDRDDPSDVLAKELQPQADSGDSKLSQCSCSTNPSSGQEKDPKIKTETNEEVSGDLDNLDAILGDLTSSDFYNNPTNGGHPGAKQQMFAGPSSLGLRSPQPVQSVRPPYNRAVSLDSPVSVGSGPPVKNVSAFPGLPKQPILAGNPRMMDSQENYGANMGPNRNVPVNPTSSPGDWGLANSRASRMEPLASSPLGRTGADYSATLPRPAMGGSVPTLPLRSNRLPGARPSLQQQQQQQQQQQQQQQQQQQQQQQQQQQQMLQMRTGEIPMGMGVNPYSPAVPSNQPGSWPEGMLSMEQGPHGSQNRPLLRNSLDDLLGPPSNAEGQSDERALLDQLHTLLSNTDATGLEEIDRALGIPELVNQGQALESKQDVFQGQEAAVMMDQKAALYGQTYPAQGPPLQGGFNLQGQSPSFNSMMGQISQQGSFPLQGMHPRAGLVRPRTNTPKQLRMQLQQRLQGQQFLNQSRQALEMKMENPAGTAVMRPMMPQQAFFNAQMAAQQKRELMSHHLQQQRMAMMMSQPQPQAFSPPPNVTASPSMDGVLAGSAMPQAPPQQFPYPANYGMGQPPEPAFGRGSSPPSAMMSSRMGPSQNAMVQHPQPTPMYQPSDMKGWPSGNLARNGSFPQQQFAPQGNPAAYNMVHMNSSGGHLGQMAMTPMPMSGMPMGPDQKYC
MEKK3 PB1 HTS = raises or lowers MEK5 binding to the human MEKK3 PB1 domain. binding response (% of control), % at 10 µM. hit rate 1.4% among 290,000. bead-based flow cytometry, Alexa488-MEK5 binding to MEKK3; actives lie on both sides; 0 = blocked by unlabeled MEK5, 100 = vehicle. Q99759;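 active = binding response more than 3 SD above or below the average of its plate-row segment, actives on both sides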;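 note: Alexa488 bead fluorescence after subtracting the streptavidin-only scavenger bead signal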
PHOSPHO1 inh = inhibitors of human PHOSPHO1 phosphatase; Q8TCT1; recombinant PHOSPHO1, absorbance phosphatase assay; inhibition, % at 13.3 µM; hit rate 1.1% among 290,000; in the data active = inhibition above about 60%
IDE act = IDE (human) activation, cell-based | activation, % at 5.96 µM | HEK cells, FAbeta-B cleavage, fluorescence polarization; 0% vehicle, 100% cell-free pure enzyme wells | hit rate 0.073% among 340,000 | AID 493087 | P14735;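 active = activation above the mean of all tested compounds plus 3 SD, set per screening campaign, cut at about 17% in these data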
IMP-1 inhibitor = blocks Pseudomonas aeruginosa IMP-1 metallo-beta-lactamase. purified IMP-1, nitrocefin hydrolysis, epi-absorbance fluorescence. inhibition, % at 5.6 µM. hit rate 0.45% among 290,000. AID 1556;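 active = inhibition above the mean plus 3 SD of all compounds in the same screening run, cut at about 4.5% in these data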;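 note: 0% = IMP-1 with DMSO and 100% = DMSO wells lacking enzyme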
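System – purified recombinant IMP-1 beta-lactamase · Input – IMP-1 dispensed at 0.2 nM · Timing – 15 min preincubation plus 25 min reaction at 25 °C · Signal – Epi-absorbance fluorescence, 480 nm excitation, 530 nm emission · Measure – percent IMP-1 inhibition derived from blank-referenced optical density · Controls – Enzyme-plus-DMSO low control, enzyme-free DMSO high control · Replication – singlicate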
* = called active by the depositor; . = no result given; [ ] = dose if it differs, or a comment.

SMILES	VIM-2 inh	FID counter	SUMO HTRF inh	HCV NS3 hel inh	p-CIP stab down	MEKK3 PB1 HTS	PHOSPHO1 inh	IDE act	IMP-1 inhibitor
O=C(O)c1cc(N/N=C2/CC(c3ccccc3)Oc3ccccc32)ccc1Cl (configuration not stated)	-2.2	-29	11	22	-6	104	-4	-1	-0.5
O=C(CSc1nnc(-c2cccnc2)n1Cc1ccco1)NCc1ccc2c(c1)OCO2	-1.3	-12	-11	2	-1	104	18	-3	-6.8
CCn1ncc(Br)c1C(=O)Nc1ccc2c(c1)OCCO2	-2.7	-4	7	-14	8	97	-5	1	-0.9
O=C(Cn1nnc2ccccc21)OCC(=O)c1ccc(Cl)c(Cl)c1	-0.7	0	22	9	-12	89	8	0	-1.5
CC1(C)Cc2cccc(OCC(=O)N3CCN(S(=O)(=O)c4ccc(F)cc4)CC3)c2O1	-2.3	-47	9	10	-10	109	11	-1	-4.2
COc1ccc([N+](=O)[O-])cc1NC(=O)CCc1ccccc1	-3.7	4	4	3	0	.	45	1	-3.4
CCN(CC(O)CON=C1c2ccccc2-c2ccccc21)S(=O)(=O)c1ccc(C)cc1 (configuration not stated)	-4.0	-20	-7	-9	-12	141*	-3	1	-0.7
O=C(Nc1cc(C(F)(F)F)ccc1-n1cnc2ccccc21)c1ccccc1	-1.6	-11	-3	0	-13	116	-9	2	-2.9
COc1cccc(-c2[nH]nc3c2C(c2ccc(C)o2)C(C#N)=C(N)O3)c1 (configuration not stated)	2.4	-15	21	6	-6	95	-15	.	-1.9
CCCc1cc(=O)[nH]c(SCC(=O)Nc2nonc2C)n1	2.9	-5	7	8	-9	99	11	5	-1.1
Cc1cc(S(=O)(=O)N2CCOCC2)ccc1OCC(=O)N1CCC(C)CC1	-4.5	-28	10	6	-7	102	44	3	-2.3
CC(=O)C1=C(O)C(=O)N(Cc2ccccc2)C1c1ccc(F)cc1 (configuration not stated)	-1.1	-14	6	1	-4	101	10	-3	-2.6
O=C(O)c1cc(Br)ccc1NN=C1CCCCC1	2.4	-1	-4	12	0	105	-7	4	0.8
CCOC(=O)C1(Cc2ccccc2)CCN(Cc2cccn2-c2nccs2)CC1	-2.2	6	-19	-11	-20	103	15	5	-2.1
Cc1ccc(N=C2NC(=O)/C(=C/c3cn(C)c4ccccc34)S2)cc1C	-1.4	-11	35	20	-49	93	2	-36	-1.7
COc1ccccc1N(CC(=O)Nc1c(C)cccc1C)S(C)(=O)=O	-3.6	-3	10	10	5	115	-42	6	-3.9
Cc1sc2ncnc(NC3CCN(Cc4ccccc4)CC3)c2c1C	7.5	6	5	1	-4	91	43	-4	-0.8
CNC(=S)N/N=C/c1ccc2c(c1)OCCO2	-2.6	-1	-10	4	-12	112	-1	4	-1.1
COc1ccc(/C=C/C(=O)Nc2ccc(OC)cc2[N+](=O)[O-])cc1	-1.2	10	24	14	-6	101	-9	5	-4.0
Cc1cc(C)c(C#N)c(OCC(=O)Nc2ccccc2)n1	-0.8	-2	20	3	-9	111	.	-1	-1.7
CN(C)CCn1c2ccccc2c2nc3ccc([N+](=O)[O-])cc3cc21	0.2	48*	35	36	-12	105	24	.	-0.9
O=C(OCc1cc2ccccc2[nH]c1=O)c1ccccc1	-1.5	-17	-10	5	7	106	-8	5	-3.1
O=c1[nH]c(SCCN2CCOCC2)nc(O)c1-c1ccccc1	-1.1	1	1	1	-5	98	25	5	-2.8
CCc1sc(C(=O)N2CCN(c3ccc(F)cc3)CC2)cc1C	0.0	-36	18	-24	-16	99	27	3	-2.4
O=C(CCCCCN1C(=O)CCC1=O)Nc1ccc2c(c1)OCO2	-0.8	1	-34	0	2	95	24	6	1.2
Cc1ccc(NNS(=O)(=O)c2ccc(C)cc2)cc1	0.3	-1	-5	11	-13	101	49	-2	-2.5
Cc1ccc(NC(=O)CN(C)C(=O)c2ccc(S(=O)(=O)N(C)c3ccccc3)cc2)cc1	-2.2	-13	-9	-4	-9	81	-42	5	-2.7
CCCCNS(=O)(=O)c1ccc(NC(=O)C2CCCO2)cc1 (configuration not stated)	-1.9	-2	14	1	-1	91	4	6	-1.0
CCCC(=O)Nc1nc2ccc(OC)cc2s1	-2.4	-1	-10	-1	-3	106	16	-2	-2.6
Cc1ccc(C(=O)c2cc([N+](=O)[O-])ccc2N2CC(C)OC(C)C2)cc1 (configuration not stated)	-0.5	-1	-6	2	-13	107	8	-7	-2.2
O=C(Cn1nnc2ccccc21)c1ccc(Cl)cc1	0.2	-5	12	11	4	101	2	7	-0.6
O=C(Nc1cc(Cl)ccc1O)C1CCCO1 (configuration not stated)	-1.9	-4	-2	-5	-15	99	-7	3	-2.8
Cc1cccc(Nc2nnc(SCC(=O)c3ccc(O)cc3O)s2)c1	-0.5	-4	9	19	-8	96	-8	-5	-1.3
O=C(CCSc1ccccc1)NCCSCc1ccccc1	-1.4	-22	-5	-5	5	106	-15	4	-2.4
COc1ccnc(CSC(N)=Nc2ccccc2C(F)(F)F)c1	-4.0	-1	1	-8	-4	96	-15	0	-2.6
COc1ccc(N2CCN(C(=O)Nc3ccccc3C)CC2)cc1	-3.5	-6	5	7	3	98	27	1	-4.7
CC(C)(C)c1ccc(CN2C3=NCCCN3c3ccccc32)cc1	-0.2	25	-5	-53	2	104	-14	-2	-3.3
COC(=O)C1=C(C(=O)OC)N2C=CC=CC2(C)C(C(=O)OC)=C1C(=O)OC (configuration not stated)	1.5	-20	-7	6	-18	94	-13	-2	-0.1
CC(C)C1Oc2ccccc2N(CC(=O)NCCCN2C(C)CCCC2C)C1=O (configuration not stated)	-2.7	2	-34	-2	6	102	10	2	-1.9
O=C(Nc1ccc2c(c1)OCO2)c1cc(-c2cccnc2)nc2ccccc12	-3.2	-11	-8	10	-6	96	28	-1	-1.4
CCOC(=O)c1cc2c(=O)n3ccccc3nc2n(CC(C)C)c1=NC(=O)c1ccco1	4.5	3	19	14	-7	117	15	2	-2.1
CCOc1ccc(C(=O)OCC(=O)NCCNC(=O)COC(=O)c2ccc(OCC)cc2)cc1	-2.5	-44	10	-2	-2	104	31	-1	-0.7
COC(=O)CC1C(=O)NCCN1C(=S)NC(=O)C(c1ccccc1)c1ccccc1 (configuration not stated)	-2.3	-12	-12	-4	6	103	-1	4	-2.7
O=c1[nH]cnc2sc3c(c12)CCCCC3	-3.1	-2	5	0	5	104	4	6	-2.3
CCOc1ccc(C(CC(=O)O)NC(=O)c2ccco2)cc1OC (configuration not stated)	-1.7	-1	20	3	-11	99	-6	1	-3.2
CCN1CCc2nc(NC(=O)c3ccccc3)sc2C1	-3.7	-1	4	4	1	.	16	-1	1.6
CC1=C(C(=O)OCc2ccccc2)C(c2ccccc2Br)NC(=O)N1 (configuration not stated)	1.2	-28	-11	8	-2	91	30	-2	0.4
O=C(CCCC(=O)N1CCCc2ccccc21)N1CCCc2ccccc21	-4.0	-35	18	0	-6	97	-7	-1	-3.1
O=C1CCCC/C1=C/Nc1ccc(S(=O)(=O)Nc2ncccn2)cc1	0.8	4	-7	-3	0	108	11	-2	-0.4
COc1nccc(C(F)(F)F)c1C(=O)NC(=O)Nc1c(C)cccc1C	-2.1	-25	2	10	8	98	-33	5	-4.9
Cc1cc(Cl)ccc1OCCCC(=O)N1CCCCC1	-2.3	-17	-11	-5	6	98	3	1	-2.1
CCOc1cc(C2c3c(oc4cc(C)c(Cl)cc4c3=O)C(=O)N2Cc2ccco2)ccc1O (configuration not stated)	-3.3	-7	46	18	0	88	-1	-1	-3.0
O=C(Nc1ccc(NC(=O)c2ccco2)nc1)c1cccnc1	-3.2	0	-9	0	4	108	-3	-3	-2.6
Cn1c(=O)c2cnc(-c3ccc(C(F)(F)F)cc3)nc2n(C)c1=O	-1.2	2	4	-9	8	95	3	7	-1.9
CN(C)CC(O)COc1ccc(-c2ccc(C#N)cc2)cc1 (configuration not stated)	-1.8	9	20	0	2	106	7	.	-2.6
O=C(/C=C/c1ccc2c(c1)OCCO2)N1CCN(c2ccc(F)cc2)CC1	-3.1	-39	11	-1	3	100	20	4	-4.4
CC(C)N1C(=O)CCC1C(=O)N1CCN(c2ccc(F)cc2)CC1 (configuration not stated)	-3.2	-5	-9	-32	7	98	12	2	-5.2
CN(CCNC(=O)CN1C(=O)CSc2ccc(S(=O)(=O)N3CCCC3)cc21)Cc1ccccc1	-1.9	13	-14	10	11	101	11	3	-2.6
Cc1ccc(C)c(NC(CC(=O)c2ccccc2)C(=O)OCC(=O)c2cccs2)c1 (configuration not stated)	-2.2	-2	-14	5	4	96	1	-1	-3.1
Cc1cc(C)c(OCC(=O)Nc2ccccc2N2CCOCC2)c(C)c1	-0.5	-24	-12	-13	-18	102	-10	8	-1.1

Next results follow:
SMILES	VIM-2 inh	FID counter	SUMO HTRF inh	HCV NS3 hel inh	p-CIP stab down	MEKK3 PB1 HTS	PHOSPHO1 inh	IDE act	IMP-1 inhibitor
C/C=C(/C)C(=O)O[C@@H]1[C@H](OC(C)=O)c2c(ccc3ccc(=O)oc23)OC1(C)C	-5.0	-38	8	-2	-18	108	-14	3	-4.2
COc1ccc(/C=C/C(=O)NC(=S)NNC(=O)c2cc(OC)c(OC)c(OC)c2)cc1	-3.4	-24	-38	1	-11	85	-78	4	-0.3
CCOC(=O)c1csc(NNC=O)n1	1.6	-3	20	17	-4	105	14	-1	-2.1
O=C(CSc1nnc(CNc2ccc(Cl)cc2)o1)Nc1nc2c(s1)CCCC2	-8.6	-40	17	18	2	93	25	-5	-4.0
O=C(CN1CCCCC1)Nc1cccc(Br)c1	-4.3	11	14	-2	-3	99	9	1	-2.6
CN1C(=O)c2ccc(C(=O)Nc3ccc4c(c3)OCO4)cc2C1=O	0.0	1	16	3	-4	104	-9	1	1.0
COc1cc(OC)cc(C(=O)NCc2ccc3c(c2)cc(C)n3C)c1	-3.0	-16	-13	-10	-12	47*[inhibitor]	-22	-1	-2.0
C=CCOC(=O)C1=C(C)NC(=O)NC1c1cc(Cl)cc(Cl)c1OC (configuration not stated)	1.8	-28	-13	8	11	94	9	-2	0.3
Cc1cc2oc(=O)cc(CNc3ccccc3F)c2cc1O	-0.8	0	10	-4	-9	103	29	1	-3.3
C=C(CC)C(=O)c1ccc(OCC(=O)O)c(Cl)c1Cl	-1.8	-19	0	22	-1	105	-6	-5	-4.0

2 neighbouring compounds out of the list so far, quoted:
SMILES	VIM-2 inh	FID counter	SUMO HTRF inh	HCV NS3 hel inh	p-CIP stab down	MEKK3 PB1 HTS	PHOSPHO1 inh	IDE act	IMP-1 inhibitor
C/C=C(/C)C(=O)O[C@@H]1[C@H](OC(C)=O)c2c(ccc3ccc(=O)oc23)OC1(C)C	-5.0	-38	8	-2	-18	108	-14	3	-4.2
COc1ccc(/C=C/C(=O)NC(=S)NNC(=O)c2cc(OC)c(OC)c(OC)c2)cc1	-3.4	-24	-38	1	-11	85	-78	4	-0.3

Screens (PubChem BioAssay)

These rows are one share of the data; the hit share may differ from the screen's.
